Screens (PubChem BioAssay)
rad50 – NCI yeast anticancer drug screen, S. cerevisiae rad50 strain. 79,000 compounds, 10% hits. AID 155. growth inhibition, % at 50 µM;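 further: 0% = growth of vehicle-only cultures of the same strain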
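Cells are treated with compound, grown, and their growth is then scored against vehicle-only cultures of the same repair-deficient yeast strain.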
sgs1 mgt1 – NCI yeast anticancer drug screen, S. cerevisiae sgs1 mgt1 strain; 78,000 compounds, 10% hits; growth inhibition, % at 50 µM; AID 161;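 further: 0% = growth of vehicle-only cultures of the same strain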
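Mutant yeast exposed to compound; growth scored against vehicle-only wells.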
yeast bub3 – NCI yeast anticancer drug screen, S. cerevisiae bub3 mutant strain; % growth inhibition at 50 µM; AID 167; 78,000 compounds, 9.9% hits;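 further: 0% = growth of vehicle-only cultures of the same strain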
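In this screen, a yeast mutant lacking normal mitotic checkpoint function is challenged with compound. Relative growth versus vehicle gives the inhibition value.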
mec2-1 – NCI yeast anticancer drug screen, S. cerevisiae mec2-1 strain | % growth inhibition at 50 µM | 79,000 compounds, 9% hits;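 further: 0% = growth of vehicle-only cultures of the same strain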
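mec2-1 yeast strain, carrying an alteration in DNA damage repair or cell cycle control, was exposed to compounds; growth inhibition was measured relative to vehicle-treated controls.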
yeast mlh1 rad18 – NCI yeast anticancer drug screen, S. cerevisiae mlh1 rad18 strain | % growth inhibition at 50 µM | 79,000 compounds, 11% hits | AID 175;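 further: 0% = growth of vehicle-only cultures of the same strain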
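Inhibition values reflect reduced growth of mutant yeast versus vehicle-treated controls following compound exposure; the mutations affect DNA damage repair.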
cln2 rad14 – NCI yeast anticancer drug screen, S. cerevisiae cln2 rad14 strain. growth inhibition, % at 50 µM. 78,000 compounds, 8.3% hits;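 further: 0% = growth of vehicle-only cultures of the same strain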
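Yeast strain cln2 rad14, bearing defects in cell cycle control and DNA repair, serves as the test system; values reflect growth inhibition compared with vehicle.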
Active calls of the source: *; / = not tested or not shown; & = joins results of further samples. No stated cut-off is given here; in the data, active means growth inhibition above about 70%; inactive means the rest. An unsorted share of the library. Share with any hit: about 14%.

SMILES	rad50	sgs1 mgt1	yeast bub3	mec2-1	yeast mlh1 rad18	cln2 rad14
CCOC(=O)CC(C(C)=O)C(=O)OCC (centres undefined)	15	-4	6	12	-1	-30
SCCNCCc1ccccc1	37	34	27	-27	35	26
c1cc2ccc3c(SSc4c5ccccc5c5ccc6cccc7ccc4c5c76)c4ccccc4c4ccc(c1)c2c34	1	-18	1	6	-7	-5
COc1cc2c(cc1OC)C(C#N)N(C(=O)c1ccccc1)C=C2OC(=O)c1ccccc1 (centres undefined)	-9	-5	-4	-1	-5	-15
CCNC(CC(N)=O)C(=O)O (centres undefined)	-22	0	-26	-4	-12	-4
NC(=O)C(c1ccccc1)N1CCCC1 (centres undefined)	2	/	/	-18	-1	/
O=Nc1ccccc1N=O	100*	99*	99*	99*	99*	98*
OCNC(=S)c1c(Cl)cccc1Cl	-4	/	/	-18	-7	/
O=C1NC(c2cccc3ccccc23)Nc2ccccc21 (centres undefined)	3	9	1	-15	1	-7
CSc1c(S(C)=O)[nH]c2cc(Br)cc(Br)c12 (centres undefined)	84*	89*	89*	89*	85*	72*
O=C(CCCCCCCCCCc1ccccc1)c1ccc(Cl)cc1	84*	94*	95*	43	71*	71*
CNC(=S)n1ncnc1N	11	-3	-4	-6	8	-18
COc1cc(C2=N/C(=C\c3ccc(C(C)C)cc3)C(=O)O2)cc(OC)c1OC	3	-5	0	-2	8	7
O=[N+]([O-])c1ccc(N/N=C2/CCCC3CCCCC23)c([N+](=O)[O-])c1 (centres undefined)	-8	-3	-10	9	-4	-9
CC1=C(C(=O)OCCc2ccc([N+](=O)[O-])cc2)C(c2ccccc2[N+](=O)[O-])C(C(=O)OC(C)C)=C(C)N1 (centres undefined)	70	76*	75*	74*	68	68
CC1=NN(c2ccc(S(=O)(=O)O)cc2)C(=O)C1	2	-5	-32	-19	16	-97
O=C1C(Cl)=C(Cl)C(Cl)(Cl)C(Cl)C1(Cl)Cl (centres undefined)	99*	100*	99*	100*	99*	97*
CCCS(=O)(=O)CCCCCCCCCCC(=O)O	-5	-8	-7	-11	-6	-29
CCOc1ccc(OCC)c(NC(=O)OC(C)C)c1	-6	20	48	-3	13	-28
CCOC(=O)c1c(O)[nH]c(=O)c(CC)c1C	-13	-46	-31	-29	-4	-16

Complete entries from above.
CCOc1ccc(OCC)c(NC(=O)OC(C)C)c1 is listed as rad50: -6; sgs1 mgt1: 20; yeast bub3: 48; mec2-1: -3; yeast mlh1 rad18: 13; cln2 rad14: -28
CSc1c(S(C)=O)[nH]c2cc(Br)cc(Br)c12 (centres undefined) is listed as rad50: 84*; sgs1 mgt1: 89*; yeast bub3: 89*; mec2-1: 89*; yeast mlh1 rad18: 85*; cln2 rad14: 72*
CCOC(=O)CC(C(C)=O)C(=O)OCC (centres undefined) is listed as rad50: 15; sgs1 mgt1: -4; yeast bub3: 6; mec2-1: 12; yeast mlh1 rad18: -1; cln2 rad14: -30

(listing goes on)
SMILES	rad50	sgs1 mgt1	yeast bub3	mec2-1	yeast mlh1 rad18	cln2 rad14
CC(NC(=O)OCc1ccccc1)NC(=O)OC(C)(C)C (centres undefined)	-47	-19	-15	-64	-27	-13
COc1cccc2c1C(=O)c1c(O)c3c(c(O)c1C2=O)C[C@H](O)C[C@@H]3OC1CC(N)C(O)C(C)O1 (some centres undefined)	15	31	-16	8	29	15
CCOC(=O)c1cc(-c2ccccc2)c(-c2ccccc2)c(-c2ccccc2)c1-c1ccccc1	28	20	3	9	15	18
CSCCC(NC(c1ccccc1)c1ccccc1)[P+](=O)O (centres undefined)	-53	-37	-4	-45	-40	-5
CCCNC(=O)N(C)S(=O)(=O)c1ccc(Cl)cc1	-17	11	24	4	28	27
C#CC[N+](C)(CC#C)CC#C	10	13	10	8	9	12
O=C(CSc1nnc(-c2ccc(N=Cc3ccc(Cl)cc3)cc2)o1)Nc1cccc([N+](=O)[O-])c1	-2	4	-40	-11	2	18
C/C(=N/Nc1ccc([N+](=O)[O-])cc1[N+](=O)[O-])C(C)(C)C(C)C	-5	11	3	-7	-5	-105
Cc1cc(=O)[nH]c2nc3ccccc3n12	27	11	23	-12	34	17
CNCC(C(=O)C(CNC)c1ccccc1)c1ccccc1 (centres undefined)	-1	11	4	-6	22	8
O=C1NC(N/N=C\C(O)C(O)C(O)C(O)CO)=N/C1=C/c1ccc(Cl)cc1 (centres undefined)	32&28	11&1	6&0	16&9	9&11	13&-1
C[N+](C)(C)CCN[N+]1(C)CCCc2ccccc21 (centres undefined)	-6	-13	-14	0	10	-8
Cc1ccc(S(=O)(=O)N/N=C/Cc2ccccc2)cc1	88*	80*	12	7	85*	12
CCCCCCC1OCCC(C)O1 (centres undefined)	8	17	-22	6	13	-10
CCCC1OC(C)(CC)OCC1CC (centres undefined)	10	-27	-25	-7	-14	-41
OCC(O)C(O)C(O)C(O)/C=N/O (centres undefined)	1	-6	-1	1	4	-7
O=c1cc(C(O)C(O)C(O)C(O)CO)[nH]c(=O)[nH]1 (centres undefined)	2	9	-5	7	-5	25
O=C1CC2OCC=C3CN4CCC5(C(=O)O)C(N1)C2C3CC45 (centres undefined)	-17	-19	-40	-3	13	-83
Cc1c(C(C)(C)c2ccccc2)n(C)c2ccccc12	-6	6	8	-24	-8	18
O=C(O)c1cc2cc(Br)ccc2c(Br)c1O	-4	-8	-24	-26	-4	-71
CCN(CC)c1ccc(/C=C/c2ccnc3ccccc23)cc1	98*	99*	98*	98*	97*	98*
NC1=NC=N/C(=N\c2ccccn2)C1N (centres undefined)	-13	-5	-11	-10	-9	-32
COC(=O)CC1OCC=C2CN3CCC45C6=CC(=O)C(=O)C([N+](=O)[O-])=C6NC4C1C2CC35 (centres undefined)	1	-15	-5	-22	-18	8
O=C(OCC1OC(Br)CC(OC(=O)c2ccc([N+](=O)[O-])cc2)C1OC(=O)c1ccc([N+](=O)[O-])cc1)c1ccc([N+](=O)[O-])cc1 (centres undefined)	7	18	-9	10	35	-22
NC(=O)CSCC(=O)O	-6	14	-23	-6	-14	0
CC12CC(Sc3ccccc3N1)c1ccccc1O2 (centres undefined)	42	52	76*	25	44	27
O=C1OCCC2(CCN(Cc3ccccc3)CC2)O1	11	25	-1	9	24	0
CC(=O)Oc1ccc(C2OC(=O)c3ccccc3N2C(C)=O)cc1 (centres undefined)	4	13	35	28	27	-6
O=C1c2ccccc2C(=O)c2c(O)c3c(c(O)c21)CCCC3	-14	-1	2	8	6	-10
CC1(C)OC2C3COc4nc5c(N)ncnc5n4C(O3)C2O1 (centres undefined)	-6	-9	-8	-5	-10	-5
CCCCC(O)(CCCC)CCCC	-8&-5	3&-22	6&2	13&-20	39&-6	13&4
O=C1SCCN1/N=C/c1ccc([N+](=O)[O-])o1	86*	93*	65	65	92*	51
COc1ccc(-c2cc(-c3ccccc3)[nH]c(=S)c2C#N)cc1	-24	-55	13	-20	-30	-19
O=S(=O)(N1CCOCC1)N1CCOCC1	-4	-4	26	-8	4	-26
CCCCCCCCCCCCCCCCCCOCC(O)CO (centres undefined)	46	63	65	56	57	34
Cn1cc(NC(=O)c2cc(NC(=O)CCCCCCCCCC(=O)Nc3cc(C(=O)Nc4cc(C(=O)NCCC(=N)N)n(C)c4)n(C)c3)cn2C)cc1C(=O)NCCC(=N)N	44	47	40	64	66	44
COC(=O)c1cc(C(c2cc(C)c(O)c(C(=O)OC)c2)c2cc(C)c(O)c(C(=O)OC)c2)cc(C)c1O	-7	-4	0	11	4	-6
CC(=O)S	-36	-12	6	-18	6	-24
OCC(O)C(O)C(OC1OC(CO)C(O)C(O)C1O)C(O)CO (centres undefined)	-1	27	14	38	-3	-2
CC(=O)Nc1cccc(OCCOc2ccccc2[N+](=O)[O-])c1	-1	-9	5	-11	8	3
O=C(N/N=C/c1ccccc1O)c1ccccc1-n1cccc1	54	80*	63	37	63	45
CCCC(C)(CO)CCC	-55	-51	-36	-52	-41	1
Cc1cc(=O)oc2cc(OCc3ccccc3)cc(O)c12	23	22	6	4	13	-3
Cc1c2cccc(Sc3ccccc3)c2c2c3c(cccc13)[S+](c1ccccc1)C2 (centres undefined)	91*	94*	95*	94*	93*	93*
C=CCN(Cc1ccncc1)C(=O)C(O)(c1ccccc1)c1ccccc1	-32	-42	-43	-35	-65	-29
Cc1ccc(Nc2c(N)nc(N)nc2N)cc1C	32	1	-12	34	43	61
O=S(Cc1ccccc1)/C(=C/n1c(=S)[nH]c2ccccc21)c1ccccc1 (centres undefined)	-26	-33	-31	-25	2	4
O=c1ccc2cc(Cl)ccc2o1	13	-8	18	-13	-20	-16
N#C/C(N)=C(\C#N)N=CNc1ccc(N)cc1	-33	-22	1	-31	-11	23
CCC(=O)c1ccccc1C#N	8	2	0	-3	-1	-4
Cc1ccc(NC(=O)C2CCCCC2)cc1	6	-7	-6	3	-2	11
CC(=O)O[C@H]1CC[C@@]2(C)[C@@H](CC[C@@H]3[C@@H]2CC[C@]2(C)[C@@H](C(=O)CCC(F)(F)F)CC[C@@H]32)C1	17	34	0	21	19	23
O=C1OC(c2ccc(O)cc2)=C(c2ccccc2)C1c1ccccc1 (centres undefined)	99*	100*	99*	100*	100*	100*
CCN(Cc1ccccc1)C(=S)NC1CCCCC1	52	59	62	36	40	28
COC(=O)C1(CC(=O)Cc2ccccc2)NC(=S)NC(=O)C1C#N (centres undefined)	8	-12	-29	-8	5	-12
BrC12CC3CC(CC(C3)C1)C2	22	9	9	13	13	11
Clc1ccc(P(c2ccc(Cl)cc2)c2ccc(Cl)cc2)cc1	26	/	/	10	20	/
O=c1ccccn1CCc1cccc2cc(O)ccc12	13	11	71*	9	23	-12
C#CC(C)(O)C1CC(CC(=O)O)C1(C)C (centres undefined)	-25	-14	-3	-14	-50	-1
Cc1c(F)c(F)c(-c2c(F)c(F)c(C)c(F)c2F)c(F)c1F	5	-17	-16	-35	0	8
Going on with the list.
SMILES	rad50	sgs1 mgt1	yeast bub3	mec2-1	yeast mlh1 rad18	cln2 rad14
N#Cc1c(-c2ccc(Cl)cc2)c(C#N)c(=O)n(NS(=O)(=O)c2ccccc2)c1-c1ccccc1	16	9	30	36	40	34
COC(=O)C1CCC(c2ccccc2)CC1C(=O)OC (centres undefined)	25	33	71*	21	29	24
CCCC(=O)NC(C)(C)C	9	-34	6	-5	-21	3
CC(C)(Br)C(Br)CCC(C)(Br)C(Br)CO (centres undefined)	11	-4	1	-1	-1	-12
CCCC(=O)OCCCCC1CCCO1 (centres undefined)	13	9	5	4	12	14
CSc1nccc(NCC(O)c2ccccc2)n1 (centres undefined)	2	-6	2	-14	-5	-1
COc1cc(NS(C)(=O)=O)ccc1Nc1c2ccccc2nc2ccccc12	83*	37	11	42	33	21
CCC(=O)OC1CCC(C(C)CC)CC1 (centres undefined)	12	-6	20	1	13	-25
O=C1CC[C@@H]2N1CC2(O)c1ccccc1 (mixture of isomers)	16	-8	-5	-1	16	8
C[Si](C)(C)n1nnn(-c2ccccc2)c1=O	2	-6	6	0	-10	-5
Fc1ccc(N2CSC(=S)N(c3ccc(F)cc3F)C2)c(F)c1	9	32	29	-6	19	7
C=CCN1C(=O)C2CCCCC2C1=O (centres undefined)	8	6	4	-5	2	0
C[Si](C)(C)c1ccc(CC2(Cc3ccc([Si](C)(C)C)cc3)CCNC2)cc1	-33	-20	-10	-39	-26	4
COC(=O)C1(C(C)C)CCc2c(OC)ccc(OC)c2C1=O (centres undefined)	3	-7	-31	-3	-20	24
COc1cc(/C=C2/C(=O)N(C(=O)c3ccccc3O)N=C2C)cc(OC)c1OC	64	36	77*	17	39	26
Clc1ccc2ns[s+]c2c1	74*	81*	72*	48	-28	48
CCN(CC)c1ccc(NC(=O)CCl)cc1	-4	-13	-16	-12	8	1

Reformatted with bars between the fields: entries from further up.
molecule | rad50 | sgs1 mgt1 | yeast bub3 | mec2-1 | yeast mlh1 rad18 | cln2 rad14
CCCS(=O)(=O)CCCCCCCCCCC(=O)O | -5 | -8 | -7 | -11 | -6 | -29
COC(=O)C1(CC(=O)Cc2ccccc2)NC(=S)NC(=O)C1C#N (centres undefined) | 8 | -12 | -29 | -8 | 5 | -12
C[Si](C)(C)c1ccc(CC2(Cc3ccc([Si](C)(C)C)cc3)CCNC2)cc1 | -33 | -20 | -10 | -39 | -26 | 4
O=C(O)c1cc2cc(Br)ccc2c(Br)c1O | -4 | -8 | -24 | -26 | -4 | -71

Two entries from above, reformatted:
canonical_smiles,rad50,sgs1 mgt1,yeast bub3,mec2-1,yeast mlh1 rad18,cln2 rad14
C=CCN(Cc1ccncc1)C(=O)C(O)(c1ccccc1)c1ccccc1,-32,-42,-43,-35,-65,-29
O=c1ccc2cc(Cl)ccc2o1,13,-8,18,-13,-20,-16
